From PubChem
BaF3 parental: reduces parental Ba/F3 cell viability, JAK2V617F counter-screen. 220,000 tested, 1.1% active. CellTiter-Glo ATP luminescence. inhibition, % at 5.6 µM;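 active = inhibition above a per-campaign cutoff, the mean inhibition of all tested compounds plus 3 SD, cut at about 27% in these data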;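 also: 0% = DMSO wells and 100% = JAK Inhibitor I control wells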
Ba/F3 V617F tox: lowers viability of Ba/F3 cells expressing EpoR and JAK2V617F | ATP luminescence | inhibition, % at 5.6 µM | 220,000 tested, 1.1% active;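 active = inhibition above the campaign mean plus 3 SD over all tested compounds, cut at about 24% in these data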;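 also: cytokine-independent growth of Ba/F3 cells driven by EpoR plus mutant JAK2; 0% = DMSO-treated cells and 100% = JAK inhibitor I control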
PPC-1+TRAIL kill: PPC-1 cancer cell killing with TRAIL present; PPC-1 cells + TRAIL, ATPLite viability luminescence; cell killing (% activity), % at 4 µM; 220,000 tested, 0.41% active; AID 1443;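 active = cell killing above 50% in the first pass at 4 µM, then a duplicate retest at 5 µM averaging 50% or more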;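 also: plate controls were cells with TRAIL plus DMSO for no effect and medium-only wells lacking cells for full effect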
TRPML3 ag: activates the human TRPML3 channel. Q8TDD5. HEK293 TRPML3-YFP, Fluo-8 calcium fluorescence; 100% = the carbachol control signal. activation, % at 3 µM. 220,000 tested, 0.29% active. AID 1448;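 active = activation above its plate's cutoff, the mean activation of the plate's test wells plus 3 SD, cut at about 12% in these data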;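 also: 0% = DMSO only wells and 100% = carbachol wells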
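Material: TRPML3-YFP stable HEK293 cells | Dosing: One concentration, 3 µM nominal, 0.3% DMSO | Timing: 125 s total fluorescence read per well | Technique: Fluo-8 calcium dye fluorescence, ex 470-495, em 515-575 nm | Measure: Percent activation from peak-to-basal fluorescence ratio, scaled between DMSO and carbachol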
CHOP inh: blocks CHOP induction under ER stress | CHO-K1 CHOP-promoter luciferase, tunicamycin-induced, 15-18 h | inhibition, % at 10 µM | 220,000 tested, 3.8% active | AID 2732;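 active = compounds that reduced the stress-induced luciferase reporter signal by more than about 70% of percent inhibition, limit read from the data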;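 also: 0% = tunicamycin plus vehicle and 100% = wells without tunicamycin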
RBBP9 inh: inhibitors of human serine hydrolase RBBP9 | O75884 | recombinant RBBP9, FP-Rh probe fluorescence polarization | inhibition, % at 7.94 µM | 220,000 tested, 0.2% active | AID 1515;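 active = inhibition above the campaign mean of all tested compounds plus 3 SD, cut at about 14% in these data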;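 also: plate controls were DMSO wells with RBBP9 for no effect and wells lacking RBBP9 protein for full effect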
Target sequence (O75884 whole entry, looked up): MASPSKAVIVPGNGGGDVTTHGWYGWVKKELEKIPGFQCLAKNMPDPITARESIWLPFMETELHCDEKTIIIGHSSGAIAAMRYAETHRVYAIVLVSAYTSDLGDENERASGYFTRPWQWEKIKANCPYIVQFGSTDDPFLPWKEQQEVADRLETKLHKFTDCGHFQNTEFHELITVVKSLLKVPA
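Assay system: recombinant human RBBP9; Reagent: Serine-hydrolase probe FP-Rh, 375 nM pre-mixing; Doses: 7.94 µM single dose, 0.794% DMSO; Incubation: 30 min then 45 min, 25 °C; Detection: fluorescence polarization (mP), excitation 525 nm, emission 598 nm; Evaluation: percent inhibition from mP, scaled between DMSO and no-protein wells.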
Wee1 degr inh: human Wee1 degradation inhibition, primary screen; 220,000 tested, 1.2% active; reporter increase, % at 5 µM; P30291; HeLa Luc-Wee1K328M stability, luciferase luminescence; 100% = proteasome inhibitor MG132 effect; AID 1321;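 active = activation above the mean of all tested compounds plus 3 SD, set per screening run, cut at about 8.8% in these data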;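 also: cells exposed to compound for 20 h before luminescence read; 0% = DMSO alone and 100% = MG132 at 30 µM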
Target sequence (P30291 whole entry K328M): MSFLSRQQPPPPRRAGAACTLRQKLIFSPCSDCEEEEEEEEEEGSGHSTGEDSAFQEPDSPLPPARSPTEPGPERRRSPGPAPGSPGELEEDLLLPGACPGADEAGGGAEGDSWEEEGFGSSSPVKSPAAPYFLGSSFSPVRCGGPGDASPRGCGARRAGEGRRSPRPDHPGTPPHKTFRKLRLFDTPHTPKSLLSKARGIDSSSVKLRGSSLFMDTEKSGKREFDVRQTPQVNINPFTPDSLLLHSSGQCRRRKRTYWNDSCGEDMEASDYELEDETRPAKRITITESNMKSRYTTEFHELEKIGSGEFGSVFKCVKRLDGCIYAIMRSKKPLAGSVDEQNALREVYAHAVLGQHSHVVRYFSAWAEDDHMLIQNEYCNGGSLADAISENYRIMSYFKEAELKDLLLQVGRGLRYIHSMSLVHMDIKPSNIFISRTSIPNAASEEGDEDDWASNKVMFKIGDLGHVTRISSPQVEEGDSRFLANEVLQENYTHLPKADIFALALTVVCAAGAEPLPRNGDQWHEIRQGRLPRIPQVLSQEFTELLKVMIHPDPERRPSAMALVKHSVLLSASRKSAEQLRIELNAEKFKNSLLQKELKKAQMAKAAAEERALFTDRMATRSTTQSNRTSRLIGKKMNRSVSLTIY
TNF death inh: blocks TNF-alpha induced death of Jurkat FADD-/- cells. 220,000 tested, 0.068% active. Jurkat FADD-/- TNF necroptosis rescue, ATP luminescence, 24 h; 0 = TNF only, 100 = no-TNF cells. activation (protection from cell death), % at 10 µM;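 active = activation, meaning protection from cell death, of at least 50% relative to plate controls; inactive = activation below 50%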;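 also: necroptosis triggered by 40 ng/mL TNF-alpha added together with compound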
zfTRPN1 agonist: activates the zebrafish TRPN1 channel; HEK293 zebrafish TRPN1-YFP, Fluo-8 calcium fluorescence; 100% = response to 87 µM carbachol; 220,000 tested, 0.18% active; AID 1424; activation, % at 3 µM;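 active = activation above its plate's cutoff, the mean activation of test wells on that plate plus 3 SD, cut at about 19% in these data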;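 also: 0% = DMSO alone and 100% = 87 µM carbachol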
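System: zebrafish TRPN1-YFP in HEK293 cells / Dosing: 3 µM single point / Timing: dye loading 1 h at 37 °C, then 30 min room temperature / Signal: Fluo-8 calcium fluorescence, excitation 470-495 nm, emission 515-575 nm / Read-out basis: percent activation from peak over basal fluorescence ratio, control-normalized / Control set: high carbachol 87 µM, low DMSO alone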
Active calls of the source: *; / = no result given.

SMILES	BaF3 parental	Ba/F3 V617F tox	PPC-1+TRAIL kill	TRPML3 ag	CHOP inh	RBBP9 inh	Wee1 degr inh	TNF death inh	zfTRPN1 agonist
COc1ccc(C2CC(c3ccc(F)cc3)n3nc(NC(=O)c4ccco4)nc3N2)cc1 (stereo not given)	-0.8	0.6	3.2	1.2	16.6	-4.7	-1.9	3.5	3.7
Cc1ccc(-c2cc(=O)[nH][nH]2)c(C)c1	1.2	-2.6	15.8	0.3	22.3	-11.7	-1.2	1.3	0.2
CCS(=O)(=O)n1nc(NCc2cccc(OC)c2)nc1NCc1cccc(OC)c1	3.6	0.3	1.2	-1.1	62.1	-0.2	1.2	-0.3	-0.2
CCOc1ccc(NC(=O)N2CCC(C(=O)c3ccc(F)cc3)CC2)cc1	7.3	7.6	-11.6	0.0	13.1	-4.4	-2.7	0.9	0.4
O=C(NC(c1ccccc1)c1ccccc1)c1ccc(S(=O)(=O)C(F)F)cc1	4.3	-0.2	-10.7	0.8	32.4	-12.3	2.0	0.6	0.6
COc1ccc(C(=O)N2CC(=O)Nc3ccccc32)cc1S(=O)(=O)N1CCOCC1	-4.6	-2.3	9.0	1.3	11.6	3.9	-0.6	0.6	1.7
COc1ccc(OC)c(CN2CCCC(C(=O)c3ccccc3SC)C2)c1 (stereo not given)	-1.4	-0.2	2.1	-0.5	43.5	7.9	-2.0	1.8	-1.5
CCOc1cc(C(=O)O)cc(Cl)c1OCC#N	2.7	-3.9	7.1	0.2	-9.2	0.5	-1.5	-1.5	-0.9
COc1ccc(C2(CNC(=O)c3ccccc3[N+](=O)[O-])CCOCC2)cc1	1.2	2.9	35.5	0.8	-0.4	-4.5	-2.3	0.3	1.9
Cn1c2c(c(=O)n(C)c1=O)C(CC(=O)Nc1ccccc1F)C(=O)N2 (stereo not given)	-1.9	-8.1	-5.2	0.9	-2.3	-2.3	-0.5	2.6	0.2
COC(=O)CCC(=O)NC(=S)Nc1ccc(S(=O)(=O)Nc2cc(OC)nc(OC)n2)cc1	4.7	0.0	22.6	0.9	-2.2	-7.6	-2.5	0.2	1.2
O=C(O)CC/C(=C\c1ccc(N2CCCC2)c([N+](=O)[O-])c1)c1nc2ccccc2s1	12.5	6.7	17.6	0.9	95.4*	-4.2	4.3	-0.3	0.8
C=CCn1cc(C(=O)OCC)c(=O)c2ccc(F)cc21	0.2	-3.4	13.0	0.1	13.0	5.5	1.2	-0.7	-1.4
Cc1ccc2cc(C#N)c(NCCNC(=O)C3CC3)nc2c1C	-2.0	-2.1	10.7	1.1	29.0	-4.5	-3.0	-4.3	1.1
COc1ccc(-n2c(C)nc3cc(C(=O)NCc4ccc5c(c4)OCO5)ccc32)cc1	-0.4	-4.8	13.3	0.5	14.1	2.6	-2.7	0.9	-0.6
CCOc1ccc(Nc2nc(N3CCCC3)nc(N3CCN(c4ccc(OC)cc4)CC3)n2)cc1	0.4	-2.8	18.0	1.2	-14.6	-6.1	-2.0	3.9	0.5
Cc1ncoc1C(=O)N1CCCC(C(=O)c2cccc(OC(C)C)c2)C1 (stereo not given)	5.2	-2.8	-20.6	0.1	-1.3	6.6	3.4	1.6	-1.6
O=[N+]([O-])c1cccc(-c2noc(-c3ccco3)n2)c1	-1.5	1.6	4.8	0.6	-16.4	0.8	8.9*	0.1	2.6
N#Cc1c(C(F)(F)F)cc(-c2ccccc2)[nH]c1=O	-2.8	-2.9	25.5	0.3	5.7	-3.7	-1.0	-2.2	-0.4
CC1(C)CC(=O)c2c(O)cc(OCc3ccc(Br)cc3)cc2O1	4.7	-2.6	22.8	0.5	25.1	-3.2	2.4	1.4	-0.7
O=C(CCc1ccccc1)NC(NC(=S)Nc1cccc(Cl)c1)C(Cl)(Cl)Cl (stereo not given)	4.1	-2.5	34.8	-0.1	39.5	-9.8	3.1	-1.3	-0.9
COc1ccc(S(=O)(=O)NNC(=O)C2Cc3c(ccc4ccccc34)O2)cc1 (stereo not given)	6.8	-6.4	5.4	0.8	63.2	-2.8	2.6	-11.4	4.1
Cc1cc(/C=C2\C(=N)N3N=C(S(C)(=O)=O)SC3=NC2=O)c(C)n1Cc1ccccc1	10.0	10.6	3.0	-0.1	3.5	-10.8	-0.8	1.4	-0.1
Cn1nnc2sc3c(c2c1=O)CCCC3	4.5	1.1	9.2	-0.4	-17.3	-7.7	2.9	-1.6	0.1
COc1ccc(NC(=O)Cc2ccccc2)cc1	1.7	-0.4	25.5	0.1	26.2	-8.3	-0.3	3.7	0.3

Next section; the last 4 above are carried over.
SMILES	BaF3 parental	Ba/F3 V617F tox	PPC-1+TRAIL kill	TRPML3 ag	CHOP inh	RBBP9 inh	Wee1 degr inh	TNF death inh	zfTRPN1 agonist
COc1ccc(S(=O)(=O)NNC(=O)C2Cc3c(ccc4ccccc34)O2)cc1 (stereo not given)	6.8	-6.4	5.4	0.8	63.2	-2.8	2.6	-11.4	4.1
Cc1cc(/C=C2\C(=N)N3N=C(S(C)(=O)=O)SC3=NC2=O)c(C)n1Cc1ccccc1	10.0	10.6	3.0	-0.1	3.5	-10.8	-0.8	1.4	-0.1
Cn1nnc2sc3c(c2c1=O)CCCC3	4.5	1.1	9.2	-0.4	-17.3	-7.7	2.9	-1.6	0.1
COc1ccc(NC(=O)Cc2ccccc2)cc1	1.7	-0.4	25.5	0.1	26.2	-8.3	-0.3	3.7	0.3
O=P(CCC(F)(F)F)(CCC(F)(F)F)CCC(F)(F)F	2.1	0.2	-17.3	0.3	8.5	-0.2	1.9	-3.0	0.5
CC1(C)CC(=O)C2=C(C1)OC(N)=C(C#N)C21CCN(C(=O)OCc2ccccc2)CC1	-1.8	0.3	23.7	1.0	27.1	-10.4	0.2	-0.9	1.3
COc1cccc(-c2nc(CS(=O)(=O)CC(=O)Nc3c(C)cccc3C)c(C)o2)c1	3.4	-3.9	16.7	-0.2	56.2	-1.8	-1.6	0.3	0.2
CC1CCCCN1C(=O)CSc1nc2ccsc2c(=O)n1Cc1ccccn1 (stereo not given)	5.2	1.7	16.1	-0.8	-18.4	1.1	0.1	-0.1	-0.5
COc1ccc(NC(=O)c2c(N)no[n+]2[O-])cc1	0.4	-3.6	25.0	0.2	-26.1	-1.9	-0.5	-4.2	-1.1
CCOC(=O)N1CCN(Cc2nc(N)nc(Nc3ccc(OCC)cc3)n2)CC1	-1.5	-3.7	11.1	-0.4	9.7	-5.8	0.7	-1.1	-1.1
C=CCn1c(O)c(N=NC(=O)c2ccc3c(c2)OCO3)c2ccccc21	-0.7	-3.2	14.1	0.9	4.5	1.6	-2.8	-2.5	0.5
CN(C)C(=O)N1CCC(C(=O)NCc2ccc(F)cc2)CC1	7.7	-3.0	13.0	-0.3	-18.4	-5.2	0.8	0.4	0.3
CCOC(=O)C1=C(c2ccccc2)NC(=S)NC1c1ccc(C)c([N+](=O)[O-])c1 (stereo not given)	0.9	0.4	0.3	0.1	23.9	-1.6	-0.9	-0.3	-1.4
Cn1c(=O)n(C)c2cc(S(=O)(=O)Nc3ccccc3)ccc21	7.0	1.3	-9.5	1.4	15.2	-5.0	1.7	-0.7	2.6
CCCOc1ccc(C2C(C(=O)c3ccc(C)o3)=C(O)C(=O)N2CCCn2ccnc2)cc1 (stereo not given)	8.1	0.3	/	-0.6	/	-8.6	-3.8	-1.6	1.6
O=C(Nc1ccccc1)c1ccc2nsnc2c1	5.3	-1.6	25.0	0.3	27.0	-4.8	0.8	-4.1	0.3
N/C(=N\OC(=O)Cc1ccc(-c2ccccc2)cc1)c1cccnc1	5.5	0.8	9.6	-0.1	20.2	-2.0	-0.3	-2.3	0.6
COc1cccc(CNC(=O)C2CCCN(c3nc4ccccc4o3)C2)c1 (stereo not given)	4.8	-2.0	13.4	-0.2	33.5	-5.5	2.1	-0.7	-1.5
Cc1ccc(N2C(N)=C(C#N)C(c3ccsc3)C3=C2CC(C)(C)CC3=O)cc1 (stereo not given)	4.6	1.2	19.2	-1.2	13.4	-4.8	1.1	1.4	-2.7
O=C(N/N=C/c1ccncc1)C1CC1(c1ccccc1)c1ccccc1 (stereo not given)	-3.2	-4.0	-7.8	0.3	14.5	-7.2	-1.1	-3.4	1.8
CN=c1scc(-c2cccs2)n1/N=C/c1ccccc1O	8.9	-0.5	74.0*	0.8	93.9*	4.1	-4.2	-0.4	1.7
Cc1cc(C(=O)NCCC2=CCCCC2)ccc1[N+](=O)[O-]	10.4	-1.5	5.6	-0.6	-18.4	-3.1	-1.3	2.6	1.2
CCc1ccc(OCCCC(=O)Nc2nnc(C3CCCO3)s2)cc1 (stereo not given)	2.5	3.1	-0.6	-0.1	2.1	-14.0	0.8	1.4	-1.3
Cc1ccc(-c2cn3cccnc3n2)cc1NC(=O)c1c(-c2ccccc2Cl)noc1C	8.9	6.8	21.3	0.3	1.0	-3.1	-0.7	-5.7	1.2
Cc1ccc(/C=C2\CCOC2=O)cc1	4.9	0.1	2.2	-0.8	15.2	0.0	1.6	-0.6	-1.4
CC(C)c1[nH]c(=O)c(C#N)c2c1COC(C)(C)C2	4.9	3.3	2.3	-0.2	46.9	-7.7	0.4	-3.1	0.2
CC(C)(C)c1csc(NNC(=O)c2ccc(Br)cc2)n1	3.3	-1.7	5.1	0.0	42.4	-9.2	0.9	-2.7	0.8
Cc1ccc(C2CC(c3cccc(NS(C)(=O)=O)c3)=NN2S(C)(=O)=O)cc1 (stereo not given)	3.6	3.6	12.2	0.7	-9.8	-7.0	5.8	1.9	1.8
O=C(Nc1sc2c(c1CN1CCOCC1)CCC2)c1ccc(F)cc1	9.2	2.8	19.5	-0.1	16.3	-10.7	0.1	0.4	0.4
CCn1cc(C(=O)NCC2CCCO2)c(=O)c2cc(S(=O)(=O)N(C)C3CCCCC3)ccc21 (stereo not given)	5.5	-0.2	11.7	0.7	8.2	-3.5	-0.9	-2.6	2.0
COc1ccccc1N1CCN(C(=O)COc2ccc(Cl)cc2)CC1	5.4	3.7	8.5	0.8	6.1	-11.6	0.2	-0.5	-0.1

2 compounds picked at random from those above:
SMILES	BaF3 parental	Ba/F3 V617F tox	PPC-1+TRAIL kill	TRPML3 ag	CHOP inh	RBBP9 inh	Wee1 degr inh	TNF death inh	zfTRPN1 agonist
CC1(C)CC(=O)C2=C(C1)OC(N)=C(C#N)C21CCN(C(=O)OCc2ccccc2)CC1	-1.8	0.3	23.7	1.0	27.1	-10.4	0.2	-0.9	1.3
C=CCn1c(O)c(N=NC(=O)c2ccc3c(c2)OCO3)c2ccccc21	-0.7	-3.2	14.1	0.9	4.5	1.6	-2.8	-2.5	0.5
